TEAD-YAP block – TEAD-YAP interaction inhibition, primary screen, TEAD-YAP interaction inhibitor project, luminescence, HEK-TIYL cells | TEAD-Gal4/YAP UAS-luciferase luminescence | inhibition, % at 9.12 µM | actives 1.4% (n = 640,000) | AID 1259422, 2018; in the data active means inhibition above about 32%;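 further: 0% = median of test compound wells and 100% = reference inhibitor wells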
MITF inh – MITF inhibitors, primary screen, biochemical, AlphaScreen, human; AID 1259374, 2018; Microphthalmia-associated transcription factor (Homo sapiens), O75030; AlphaScreen MITF homodimerization, bead proximity signal; inhibition, % at 2.6 µM; actives 0.91% (n = 650,000); in the data active means inhibition above about 50%;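 further: 0% = vehicle wells with protein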
Target sequence (O75030 whole entry, looked up): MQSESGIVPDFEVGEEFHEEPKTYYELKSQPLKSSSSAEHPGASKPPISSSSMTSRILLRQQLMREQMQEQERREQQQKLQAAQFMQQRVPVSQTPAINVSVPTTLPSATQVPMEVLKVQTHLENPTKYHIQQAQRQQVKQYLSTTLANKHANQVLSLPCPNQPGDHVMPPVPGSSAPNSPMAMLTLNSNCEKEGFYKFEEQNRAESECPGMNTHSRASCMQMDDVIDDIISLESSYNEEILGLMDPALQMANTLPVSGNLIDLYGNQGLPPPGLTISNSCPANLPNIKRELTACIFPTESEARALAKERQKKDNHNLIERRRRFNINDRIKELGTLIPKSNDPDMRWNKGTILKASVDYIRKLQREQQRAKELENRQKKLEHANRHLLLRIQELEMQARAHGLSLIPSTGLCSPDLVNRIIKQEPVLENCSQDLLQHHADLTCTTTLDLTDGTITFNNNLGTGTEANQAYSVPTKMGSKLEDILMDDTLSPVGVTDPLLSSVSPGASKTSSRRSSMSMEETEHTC
GPR151 activ – activators of human GPR151, primary screen, cell-based, PathHunter beta-arrestin, luminescence | activation, % at 11.2 µM | PathHunter beta-arrestin GPR151 cells | actives 1% (n = 650,000) | AID 1508602, 2020 | G-protein coupled receptor 151 (Homo sapiens), Q8TDV0; in the data active means activation above about 4.9%;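 further: 0% = median of compound wells and 100% = cells with positive control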
Target sequence (Q8TDV0 whole entry, looked up): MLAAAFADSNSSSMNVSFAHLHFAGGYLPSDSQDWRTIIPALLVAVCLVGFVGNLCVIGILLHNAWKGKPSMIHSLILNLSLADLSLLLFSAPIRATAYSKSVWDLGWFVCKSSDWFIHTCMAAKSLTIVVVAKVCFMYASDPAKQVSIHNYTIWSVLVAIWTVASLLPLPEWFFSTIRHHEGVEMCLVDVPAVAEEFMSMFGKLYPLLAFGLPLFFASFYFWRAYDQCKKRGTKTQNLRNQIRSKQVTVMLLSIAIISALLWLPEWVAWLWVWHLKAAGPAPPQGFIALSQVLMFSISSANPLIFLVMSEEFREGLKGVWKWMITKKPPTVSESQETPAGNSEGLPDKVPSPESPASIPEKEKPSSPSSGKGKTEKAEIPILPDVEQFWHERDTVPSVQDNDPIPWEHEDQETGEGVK
FBW7 activator – FBW7 E3 ligase activators, primary screen, biochemical, AlphaScreen, human; AlphaScreen FBW7–phospho-cyclin E peptide binding, activator screen; actives 0.13% (n = 650,000); normalized activity (activation), % at 26.1 µM; F-box/WD repeat-containing protein 7 (Homo sapiens), Q969H0; AID 1259310, 2017; in the data active means normalized activity above about 1.9%;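 further: purified mutant Fbw7 with reduced substrate affinity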
An asterisk follows results filed as active; & = joins results of further samples. This is a random part of the collection. About 3.5% of those tested had a hit in this group.

Each structure is followed by: GPR151 activ	MITF inh	FBW7 activator	TEAD-YAP block
CCN(CC)c1c([N+](=O)[O-])c(=O)sc2ccccc12
→ -5.7	10	0.1	10
Cc1cc(NC(=O)CN2CCCc3ccccc32)no1
→ -1.8	17	0.1	2
COc1cc(C(=O)NCC2CCCN2S(=O)(=O)c2cccs2)cc(OC)c1OC (centres undefined)
→ -0.8	21	-0.1	-6
COCCN(C(=O)CC1C(=O)NCCN1Cc1ccccc1OC)C(C)C (centres undefined)
→ 0.4	4	0.5	9
CCc1c(C(=O)Nc2nnc(C3CC3)s2)csc1C
→ -1.0	8	0.0	-7
Cn1cc(CN2CCN3C(=O)[C@H](Cc4ccccc4)NC(=O)[C@H]3C2)c(-c2ccccc2)n1
→ 0.6	-1	0.0	-4
CCC1=C(C)CN(C(=O)NCCc2ccc(S(=O)(=O)NC(=O)NC3CCC(C)CC3)cc2)C1=O (centres undefined)
→ -0.4&0.0&-2.1	6&-7&10	0.1&0.0&0.0	3&-1
O=C(CSc1nnc(NC(=O)CCc2ccccc2)s1)Nc1cccc([N+](=O)[O-])c1
→ -0.3	4	0.0	6
O=C(O)CCN1C(=O)S/C(=C\c2ccccc2)C1=O
→ -2.4	4	-0.1	-6
COc1ccccc1Nc1ncc(C(=O)NCCCN2CCCCCC2)c2ccccc12
→ 0.3	-83	0.0	8
CN(C)C=Nc1cc(Cl)ccc1N1CCOCC1
→ 0.2	-17	-0.3	4
CCOC(=O)c1ccc(NC(=O)CSc2cn(CC)c3ccccc23)cc1
→ 0.4	-4	0.0	-2
O=C1OC(c2cccc(F)c2)=N/C1=C\c1ccccc1F
→ -1.1	1	0.0	10
COc1cc(CNc2ncc(-c3ccc(N(C)C)cc3)n3ccnc23)cc(OC)c1OC
→ 0.9	15	-0.1	12
CCOc1ccc(C2CC(=O)NC3=C2C(=O)CCC3)cc1 (centres undefined)
→ -0.1	6	0.0	-6
Cc1ccc(Cc2cnc(NC(=O)COc3ccccc3)s2)cc1
→ -0.4	14	0.2	52*
COc1ccccc1NC(=O)CNC(=O)Cn1cnc2sc(C)cc2c1=O
→ -0.6	9	0.2	-3
COc1ccccc1N1CCN(CC(N)=O)CC1
→ 0.9	10	0.0	-11
COc1ccc(C(C)(C)C)cc1NC(=O)COC(=O)c1ccc(Br)o1
→ -0.2	-11	0.1	-4
O=C(CSc1nc(O)cc(=O)n1-c1ccccc1)N1CCc2ccccc21
→ 0.9	-4	0.1	6
Cc1cc(C(=O)N2CCN(Cc3ccccc3)CC2)n[nH]1
→ 0.8	-5	0.0	12
O=C(CN1CCN(CCOCCO)CC1)N1c2ccccc2Sc2ccc(C(F)(F)F)cc21
→ 0.5	7	0.0	-3
O=C(NCCCc1ccccc1)C1CC12CCN(C(=O)C1CCCO1)CC2 (centres undefined)
→ 0.0	7	0.2	-9
COc1ccc(NC(=O)CS(=O)CC(=O)NC2CC2)cc1 (centres undefined)
→ -1.1	13	0.2	2
Fc1cccc(Cl)c1CN1CCc2nnc(C3CCCO3)n2CC1 (centres undefined)
→ 0.3	-1	0.6	4
CCCOCCOC(=O)C1=C(C)NC2=C(C(=O)CC(C)(C)C2)C1c1ccccc1[N+](=O)[O-] (centres undefined)
→ 2.0&-0.7	6&-2	0.2&-0.3	4&3
Cc1nc(Nc2ccc(Oc3ccccc3)cc2)c2c(C)c(C)sc2n1
→ -1.8	-17	0.0	4
N=c1c(C(=O)NCc2ccccc2)cc2c(=O)n3ccccc3nc2n1CCN1CCOCC1
→ -1.3	11	0.0	8
COc1ccc(-n2nc3c(c2NC(=O)c2cc4ccccc4oc2=O)CSC3)cc1
→ -2.0	7	0.9	-2
NC(=O)CN1C=NS(=O)(=O)c2ccccc21
→ -0.2	-7	0.0	-14
COc1cc(CN2CCN(C3CCN(Cc4ccccc4)CC3)CC2)cc(OC)c1O
→ -1.3	63*	0.2	3
COc1ccc(Cn2c(SCC(N)=O)nc3ccc(N4CCOCC4)cc3c2=O)cc1
→ -0.5	8	0.5	-49
O=C(N[C@H]1C[C@H]2C(=O)N[C@@H](Cc3ccc(Cl)cc3)C(=O)N2C1)c1cc(Cl)cc(Cl)c1
→ 0.2	18	-0.2	12
CCCOc1ccc(C(=O)Nc2nc3ccccc3s2)cc1
→ -2.6	-10	-0.1	6
O=[N+]([O-])c1ccc(-c2cn3cc(Cl)ccc3n2)cc1
→ 0.7	3	-0.1	-77
COc1ccc(NC(=O)CCCCn2c(=O)[nH]c3ccccc3c2=O)cc1
→ -0.1	-5	-0.2	1
CCOC(=O)Cc1csc(NC(=O)CCCOc2cccc(C)c2)n1
→ -0.6	3	-0.2	3
OCCC1CN(Cc2cccc3ncccc23)CCN1CCCc1ccccc1 (centres undefined)
→ -1.3	6	0.0	-11
COc1ccccc1NC(=O)CSc1nc2c(sc(=S)n2-c2ccc(C)c(C)c2)c(=O)n1-c1ccccc1
→ 0.4	0	0.1	6
N#Cc1cn(CC(=O)O)c2ccccc12
→ 0.4	12	-0.1	2

Shown as tab-separated lines: entries from further up.
SMILES	GPR151 activ	MITF inh	FBW7 activator	TEAD-YAP block
CCOC(=O)Cc1csc(NC(=O)CCCOc2cccc(C)c2)n1	-0.6	3	-0.2	3
OCCC1CN(Cc2cccc3ncccc23)CCN1CCCc1ccccc1 (centres undefined)	-1.3	6	0.0	-11
COc1ccccc1NC(=O)CSc1nc2c(sc(=S)n2-c2ccc(C)c(C)c2)c(=O)n1-c1ccccc1	0.4	0	0.1	6

Random excerpt: 5 compounds from above
Each structure is followed by: GPR151 activ	MITF inh	FBW7 activator	TEAD-YAP block
COc1ccc(NC(=O)CCCCn2c(=O)[nH]c3ccccc3c2=O)cc1
→ -0.1	-5	-0.2	1
N#Cc1cn(CC(=O)O)c2ccccc12
→ 0.4	12	-0.1	2
COc1ccc(Cn2c(SCC(N)=O)nc3ccc(N4CCOCC4)cc3c2=O)cc1
→ -0.5	8	0.5	-49
O=C(N[C@H]1C[C@H]2C(=O)N[C@@H](Cc3ccc(Cl)cc3)C(=O)N2C1)c1cc(Cl)cc(Cl)c1
→ 0.2	18	-0.2	12
COc1ccccc1NC(=O)CSc1nc2c(sc(=S)n2-c2ccc(C)c(C)c2)c(=O)n1-c1ccccc1
→ 0.4	0	0.1	6

Other structures follow:
Each structure is followed by: GPR151 activ	MITF inh	FBW7 activator	TEAD-YAP block
CCOC(=O)c1sc(N2C(=O)C(O)=C(C(=O)c3ccco3)C2c2ccc(Cl)cc2)nc1C (centres undefined)
→ -1.8	1	-0.2	3
CCOc1ccc(C2=NC(c3ccccc3OC)NC(c3ccccc3O)C2)cc1 (centres undefined)
→ 2.7	0	-0.2	-69
O=C(CN1CCc2ccccc2C1)Nc1ccc(S(=O)(=O)NC2CCCCC2)cc1
→ 1.0	9	0.1	1
CCOC(=O)c1cccc(/C=C/N(C)C)c1[N+](=O)[O-]
→ -1.3	-19	0.0	2
CCn1c(SCC(=O)Nc2cccc(C)c2C)nnc1-c1cccn(C)c1=O
→ -0.4	-2	0.0	5
CCOC(=O)N1CCN(C(=O)c2ccc(C#CC(C)(C)O)cc2)CC1
→ 1.5	2	0.1	3
C=CCn1c(SCC(=O)N2CCCC2)nnc1-c1ccc([N+](=O)[O-])cc1
→ -0.6	15	0.9	2
COc1ccc(-c2cnc(Oc3ccccc3)nc2)cc1
→ 1.8	-6	0.1	-39
O=C(O)COc1ccccc1Cc1ccccc1
→ -1.3	-10	-0.1	0
NC(=O)CSC1=Nc2ccccc2C2=NC(CC(=O)NCc3ccccc3)C(=O)N12 (centres undefined)
→ -0.7	-6	0.0	2
Cc1ccc(-c2nc3scc(CCNS(=O)(=O)c4cccs4)n3n2)cc1
→ -1.1	-7	-0.2	-1
CCOC(=O)C1(CC)NC(c2ccc(C)cc2)C2C(=O)N(C)C(=O)C21 (centres undefined)
→ 1.1	11	-0.1	10
COc1ccc(C2CC(=O)C3=C(C2)Nc2ccccc2N(C(=O)C(F)(F)F)C3c2cc(OC)c(OC)c(OC)c2)cc1 (centres undefined)
→ 0.4	-1	0.1	-6
O=C(Cc1ccc(Br)cc1)N1CCN(c2ccc3cnccc3c2)CC1
→ 0.3	7	0.6	14
CC(=O)c1cccc(NC(=O)Nc2nc(SCCOc3ccccc3)ns2)c1
→ -0.6	13	-0.1	-1
CCC(C)n1cnc2c(=O)oc3ccccc3c21 (centres undefined)
→ 0.0	-7	0.2	-3
CCC(=O)Nc1ccc(S(=O)(=O)N2CCCCC2CC)cc1 (centres undefined)
→ -0.3	-6	0.2	4
Clc1ccccc1OCc1nnc2n1CCC2
→ -0.4	-9	-0.1	0
CCCN(C(=O)C1CCC1)c1nnc(-c2ccc(OC)cc2)s1
→ -0.3	-5	-0.1	-32
CCN(CC)CCCC(C)NC(=O)c1cc(=O)c2ccccc2o1 (centres undefined)
→ -2.2	3	0.1	0
Cc1ccc(CCNS(=O)(=O)c2cnc[nH]2)cc1
→ 0.0	2	0.0	-3
CCCN(CCC)c1nc(Cl)nc(NCc2ccco2)n1
→ -0.7	-12	0.2	-7
O=C(Nc1sc2c(c1C(=O)N1CCOCC1)CCCCC2)c1ccccc1F
→ -0.5	-2	0.0	1
O=C(NCC1(CO)CC1)Nc1ccc(Cl)c(Cl)c1
→ 2.8	2	0.3	-17
COc1ccc2oc(=O)c(-c3nc(-c4ccncc4)n[nH]3)cc2c1
→ -0.6	-9	-0.2	0
O=C1CSC(c2ccccc2F)N1c1ccc(F)cc1 (centres undefined)
→ 0.8	2	0.1	-9
C=CCNC(=O)CN1C(=O)C(C(C)C)Oc2ccccc21 (centres undefined)
→ -0.5	17	0.2	9
COc1cccc2c1OC1(CCN(C(=O)c3cc(F)ccc3F)CC1)OC2
→ 0.7	-15	-0.4	1
CCN(C(=O)c1cccc(C)c1)c1ccccc1
→ -0.5	-2	-0.1	-1
O=C1C(=O)N(C2CCCC2)C(=O)N1CC(=O)N1CCCc2ccccc21
→ 0.9	5	0.0	-11
CCCCN1CC2([N+](=O)[O-])C=CC(=O)C([N+](=O)[O-])(C1)C2 (centres undefined)
→ 0.3	2	0.5	2
Cc1cc(I)ccc1NC(=O)Cn1cc(Br)c([N+](=O)[O-])n1
→ 0.2	6	-0.1	4
COc1ccc(-n2nc(C(=O)NCC(=O)Nc3cccc(C(F)(F)F)c3)c3ccccc3c2=O)c(OC)c1
→ 1.1	-3	-0.1	-1
CCOC(=O)C(C)NC(=O)CCc1nnc2ccc(N3CCC(C)CC3)nn12 (centres undefined)
→ 5.4*	4	-0.3	3
CC(C)(C)NC(=O)CSc1nnc(Cc2ccccc2)n1CC1CCCO1 (centres undefined)
→ 0.4	9	0.4	4
CCOC(=O)c1c(NC(=O)c2ccc(S(=O)(=O)N3CCN(C(=O)OCC)CC3)cc2)sc2c1CCN(C(C)C)C2
→ 3.4	-15	0.1	2
CCN(CC)CC(=O)Nc1cccc(C)c1
→ 3.9	-8	0.0	0
CCn1c(-c2ccc(OC)c(OC)c2)nc2ccccc21
→ 2.9	-8	0.0	-32
COc1cccc(OC)c1C(=O)NCc1ccc(Cl)cc1
→ 1.5	12	0.7	2
O=C(O)CCNS(=O)(=O)c1ccc(Oc2ccccc2)cc1
→ 2.3	4	0.0	-4
COc1cccc(CNC(=O)c2cc(-c3ccc(F)cc3)on2)c1OC
→ -0.2	0	0.2	-12
CCOc1ccc(C(=O)N2CCN(c3cc(-n4ccnc4C)ncn3)CC2)cc1OCC
→ 2.7	1	0.2	-2
Cc1ccc(C(=O)Nc2cccc(-c3nc4ccccc4o3)c2)cc1Cl
→ -1.0	11	0.4	6
CC(=O)Oc1c(Cl)c(Cl)c(OC(C)=O)c2ccccc12
→ 0.5	1	-0.1	-10
CC(=O)c1ccc(NC(=O)/C=C/c2ccc(F)cc2)cc1
→ -0.5	0	-0.1	-54
CCOc1ccc(CC(=O)Nc2c(C(=O)C3CC3)oc3ccccc23)cc1OCC
→ 1.6	-3	-0.1	-4
CCOc1ccc(/C=C2\SC(=S)N(CC(=O)Nc3ccccc3O)C2=O)cc1
→ -0.2	0	-0.1	-1
COc1ccc(S(=O)(=O)Nc2cc(C)ccc2OC)cc1I
→ 0.5	-2	-0.2	-7
CC1CC(C)CN(CCCNC(=O)Cc2c(C(=O)O)[nH]c3ccccc23)C1 (centres undefined)
→ -2.2	18	0.1	9
O=C(CSc1nnc2ncccn12)Nc1ccc(N2CCCC2)cc1
→ 0.0	11	0.1	27

(further entries)
Each structure is followed by: GPR151 activ	MITF inh	FBW7 activator	TEAD-YAP block
CCOc1ccc2c(c1)C(O)(C(F)(F)F)C(=O)N2 (centres undefined)
→ -1.0	16	1.0	-4
CCC(=O)Nc1nc(C)nc(-c2ccccc2)c1C(C)=O
→ -0.3	5	0.2	1
CC(=O)c1cccc(NC(=O)CCN2C(=O)c3cccc([N+](=O)[O-])c3C2=O)c1
→ -0.6	11	0.6	15
O=C1CCCC2=C1C(c1cccc([N+](=O)[O-])c1)CC(=O)N2c1ccc(F)cc1F (centres undefined)
→ 0.4	-11	-0.1	-1
CC1=NN(c2ccc(F)cc2)C(=O)/C1=C/c1ccc(-c2ccc3c(c2)COC3=O)o1
→ -0.2	9	-0.1	-8
CCc1ccccc1N(CC(=O)NC)S(=O)(=O)c1ccc(C)cc1
→ 1.1	2	0.1	12
O=C1NC(=Nc2ccccc2)SC1Cc1cccc(Cl)c1 (centres undefined)
→ -1.9	8	0.0	-10
